Compound activity deposited in PubChem BioAssay by National Center for Advancing Translational Sciences (NCATS).
FEN1 inhibitor: inhibitors of human flap endonuclease 1. P39748. Recombinant FEN1 flap cleavage, fluorescence, 15 min. Potency, µM (doses to about 114 µM), inactives show at the highest dose activity change, negative = inhibition, usual class: inhibitors. 0.35% of 390,000 active. AID 588795; also: nearly all actives have a fitted effect of over 65% in size
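Read-out was taken twice, immediately and after 15 min, following addition of 50 nM substrate to 10 nM FEN1 that had sat with test compound for 15 min at room temperature. Curves came from a four-parameter Hill model.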
DT40 TDP1 CPT: growth inhibition of DT40 Tdp1-/-;hTDP1 cells with camptothecin (screen for TDP1 inhibitors); Potency, µM (top dose mostly 46.2 µM), without a hit: at the top dose activity change, negative = growth inhibition, actives largely listed as inhibitors; 12% of 420,000 active; chicken DT40 Tdp1-/-;hTDP1 cells + 20 nM CPT, ATP luminescence, 48 h; also: nearly all actives have a fitted effect of over 55% in size
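Cell growth measured by CellTiter-Glo luminescence after a minimum 48 h, 37 C compound exposure with 20 nM CPT in Tdp1-knockout DT40 cells stably expressing hTDP1, seeded 400/well; qHTS titration format.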
KAT2A inh: blocks human GCN5L2 histone acetyltransferase; Q92830; GCN5L2 HAT assay, ThioGlo1 CoA-SH fluorescence; Potency, µM (doses to about 58.9 µM), for inactives: top-dose activity change, negative = inhibition, hits mostly inhibitors; 0.21% of 390,000 active; AID 504327
Target sequence (Q92830 whole entry, looked up): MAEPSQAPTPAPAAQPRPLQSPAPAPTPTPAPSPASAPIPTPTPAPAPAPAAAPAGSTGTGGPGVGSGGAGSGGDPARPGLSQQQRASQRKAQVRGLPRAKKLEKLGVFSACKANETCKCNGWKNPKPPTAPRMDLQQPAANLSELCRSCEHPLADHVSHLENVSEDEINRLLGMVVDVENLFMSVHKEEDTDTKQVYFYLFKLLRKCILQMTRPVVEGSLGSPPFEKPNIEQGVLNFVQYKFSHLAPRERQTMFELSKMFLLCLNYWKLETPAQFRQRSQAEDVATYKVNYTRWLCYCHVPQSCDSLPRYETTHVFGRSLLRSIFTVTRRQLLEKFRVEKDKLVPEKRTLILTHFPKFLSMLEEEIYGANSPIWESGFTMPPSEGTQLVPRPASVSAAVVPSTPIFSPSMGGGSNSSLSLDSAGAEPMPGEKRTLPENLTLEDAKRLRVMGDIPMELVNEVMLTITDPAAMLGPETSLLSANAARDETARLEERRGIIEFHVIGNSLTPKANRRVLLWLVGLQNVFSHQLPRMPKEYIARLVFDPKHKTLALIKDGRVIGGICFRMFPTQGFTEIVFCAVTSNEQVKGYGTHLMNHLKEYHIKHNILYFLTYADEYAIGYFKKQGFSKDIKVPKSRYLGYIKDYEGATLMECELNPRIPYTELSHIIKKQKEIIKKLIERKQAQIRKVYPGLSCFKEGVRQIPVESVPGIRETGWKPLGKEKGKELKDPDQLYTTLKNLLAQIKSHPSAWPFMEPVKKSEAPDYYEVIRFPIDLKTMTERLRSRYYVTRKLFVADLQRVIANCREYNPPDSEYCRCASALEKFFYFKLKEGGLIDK
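Preincubate 20nM GCN5L2 with compound 15 min, RT → add 50uM ThioGlo1 + 75uM H3(1-25) + 70uM acetyl-CoA → read fluorescence 0 and 20 min. Primary qHTS; fluorescent artifacts likely.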
* = called active by the depositor; ? = inconclusive; nt = not tested or not shown; & = joins results of further samples; [ ] = dose if it differs, or a comment. Calls follow the shape of the dose curve; as a rule, active = well fitted curve in the direction sought with a large enough effect; inconclusive = small, poorly fitted or top-dose-only effect, or another doubt; inactive = no such curve, though single readings can be large; an effect the other way counts as inactive or inconclusive. % is scaled to controls: 0 for no effect and ±100 for the full control effect; potency is read from the fitted curve at half-maximal effect. Not all compounds are listed. The share of hits here may be higher or lower than overall.

no.	mol	FEN1 inhibitor	DT40 TDP1 CPT	KAT2A inh
1	CCc1nnc(NC(=O)C(=O)NCCOC(=O)c2ccccc2)s1	-1%	-25%	2%
2	CCc1ccccc1NC(=O)COCc1cc(-c2ccco2)on1	-18%	-10%	-5%
3	COc1cc(C(=O)Nc2nc3ccc(S(C)(=O)=O)cc3s2)cc(OC)c1C	-16%	?	-6%
4	Cc1ccc(CS(=O)(=O)Cc2ccc(C(=O)NCCCN3CCOCC3)o2)cc1	1%	-27%	-5%
5	Cc1c(Cl)cccc1Nc1sc(C(=O)c2ccccc2)c(N)c1S(=O)(=O)c1ccccc1	-14%	?	-7%
6	CNc1nc(SC(C)C(=O)Nc2ccc(Cl)c(Cl)c2)nc(N2CCOCC2)n1 (stereo unspecified)	4%	?	-1%
7	Cc1cc(Cc2cc(C)c(O)c(CO)c2)cc(CO)c1O	-19%	-24%	nt
8	CCCc1c(C(=O)N/N=C/c2ccccc2OCc2ccc(F)cc2)nnn1-c1nonc1N	-11%	?	-24%
9	CCNC(=S)NNC(=O)c1ccc(OC(F)F)cc1	-20%	1%	-3%
10	CN(C(=O)c1ccc(Oc2ccc([N+](=O)[O-])cc2)cc1)C1CCCCC1	-1%	?	-6%
11	O=C(NC1(C(F)(F)F)NC(=O)N(CCc2ccccc2)C1=O)c1ccccc1Cl (stereo unspecified)	-24%	nt	-1%
12	Cc1ccc(NC(=O)CCN2C(=O)c3ccccc3C2=O)c(C)c1	7%	15%	3%

Only FEN1 inhibitor, for some of the entries so far:
nr | Compound | FEN1 inhibitor
2 | CCc1ccccc1NC(=O)COCc1cc(-c2ccco2)on1 | -18%
3 | COc1cc(C(=O)Nc2nc3ccc(S(C)(=O)=O)cc3s2)cc(OC)c1C | -16%

(cont.)
no.	mol	FEN1 inhibitor	DT40 TDP1 CPT	KAT2A inh
13	O=C(CSCc1ccccc1)Nc1cc([N+](=O)[O-])ccc1F	12%	-15%	0%
14	CCOC(=O)c1c(S(=O)(=O)N2CCCC(C(=O)Nc3cc(C)ccn3)C2)c(C)n(C)c1C (stereo unspecified)	-4%	-28%	-8%
15	O=S(=O)(/N=C/N1CCOCC1)c1ccc(Cl)cc1	-3%	-12%	-4%
16	CC(=O)N1CCOc2ccc(S(=O)(=O)N3C(C)CCCC3C)cc21 (stereo unspecified)	20%	?	0%
17	C=CC[C@H](CC(=O)N(CCO)Cc1ccccc1)C(=O)N[C@@H](COC(=O)[C@@H](CC=C)Cc1ccc(F)cc1)Cc1ccccc1	-3%	23µM*	-10%
18	Cc1ccc(S(=O)(=O)N2CCOCC2)cc1NC(=O)CSc1nnc(N)s1	1%	5%	-4%
19	COc1cc(C2C3=C(CC(C)(C)CC3=O)OC3=C2C(=O)CC(C)(C)C3)cc([N+](=O)[O-])c1O	-1%	-3%	-9%
20	CCSc1nc2n(n1)C(c1ccc(CC)cc1)C(C(=O)Nc1ccccc1OC)=C(C)N2 (stereo unspecified)	-1%	16µM*	-7%
21	O=C(CC12CC3CC(CC(C3)C1)C2)N/N=C/c1ccc([N+](=O)[O-])o1	6%	9.2µM*	?
22	NC(=S)Nc1cccc2cnccc12	-12%	-1%	-4%
23	NS(=O)(=O)c1cccc(NC(=O)c2ccccc2NS(=O)(=O)c2ccc(F)cc2)c1	0%	11%	-7%
24	COc1ccc(Cl)cc1C(=O)NNC(=O)c1[nH]c(C)c(C(C)=O)c1C	0%	?	0%

(cont.)
no.	mol	FEN1 inhibitor	DT40 TDP1 CPT	KAT2A inh
25	O=C(CCNC(=O)C1CCN(S(=O)(=O)c2ccccc2)CC1)NCc1cccc(Cl)c1	0%	-26%	?
26	CCc1cccc(CC)c1NC(=O)c1cccc(NC(=O)c2ccccc2)c1	-10%	?	0%
27	Cc1cc(C)c(NC(=O)CSc2cn(CC(=O)N3CCOCC3)c3ccccc23)c(C)c1	15%	-10%	-13%
28	O=S(=O)(c1ccc(NCc2ccccc2)cc1)N1CCOCC1	-19%	-9%	-26%
29	COCCOC(=O)c1c(NC(=O)CN2CCCc3ccccc32)sc(C(N)=O)c1C	-3%	?	-8%
30	CO[C@H]1CC[C@@]2(C)[C@@H](CC[C@@H]3[C@@H]2CC[C@@]2(C)[C@H]3C[C@H](C(=O)O)O[C@]23CCCO3)C1	-15%	5%	-3%
31	CNC(=O)c1c(NC(=O)c2ccc3ncsc3c2)sc(C)c1C	13%	?	-23%
32	CC1CCN(C(c2ccccc2)c2nnnn2C(C)(C)C)CC1 (stereo unspecified)	-15%	?	-5%
33	Nc1c(N(CCCO)C(=O)CCCN2C(=O)c3cccc4cccc(c34)C2=O)c(=O)[nH]c(=O)n1Cc1ccccc1	8%	10µM*	nt
34	COc1ccc(C2c3c(ncn(CCN4CCOCC4)c3=N)Oc3ccc4ccccc4c32)cc1 (stereo unspecified)	-7%	?	0%
35	O=C1c2ccccc2NC(c2ccc3c(c2)OCCO3)N1c1ccc2c(c1)OCCO2 (stereo unspecified)	1%	-11%	-2%
36	CCc1nnc(NC(=O)CSc2nnc(CNc3ccc(OC)cc3)n2CC)s1	17%	0%	5%

Additional compounds follow:
no.	mol	FEN1 inhibitor	DT40 TDP1 CPT	KAT2A inh
37	CCOC(=O)C1(Cc2ccccc2C)CCCN(S(=O)(=O)CC)C1 (stereo unspecified)	-4%	?	1%
38	S=c1[nH]nc(-c2ccncc2)n1Cc1ccco1	-16%	-4%	-4%
39	Cc1cc(C(=O)Nc2cccc(C(=O)O)c2)c(C)o1	4%	-10%	-4%
40	O=C(c1ccc(CS(=O)c2ccccc2Cl)o1)N1CCN(c2ccccc2F)CC1 (stereo unspecified)	1%	1.3µM*	-2%
41	Cc1ccc(S(=O)(=O)N2CCN(c3ncccn3)CC2)c(C)c1	1%	3%	-5%
42	Cc1c(C(=O)NCCCN2CCOCC2)sc2nc(-c3ccc(F)cc3)cn12	-12%	?	-4%
43	Cc1ccccc1NC(=O)C(Cc1ccccc1)N1Cc2ccccc2C1=O (stereo unspecified)	-4%	-6%	-1%
44	O=C(CSc1nc2ccccc2[nH]1)N1CCN(c2ccc(F)cc2)CC1	6%	?	-8%
45	CC(C(=O)C12CC3CC(CC(C3)C1)C2)N1CCOCC1 (stereo unspecified)	4%	?	?
46	COc1cccc(CN2C(=O)C3(SCC(=O)N3c3ccc(F)cc3)c3ccccc32)c1 (stereo unspecified)	-11%	nt	-20%
47	COc1ccc(-c2noc(C3CCCN(C(=O)c4ccc(F)cc4)C3)n2)cc1 (stereo unspecified)	89µM*	?	1%
48	Cc1nnc(NC(=O)c2c(-c3ccccc3)noc2C)s1	0%	-15%	32%[activator]

Carrying on:
no.	mol	FEN1 inhibitor	DT40 TDP1 CPT	KAT2A inh
49	CC(C)(C)C(=O)N1CCN(c2ccc([N+](=O)[O-])cc2Cl)CC1	1%	?	nt
50	Cc1ncc(CO)c(/C=N/NC(=O)c2ccoc2C)c1O	-2%	?	-28%
51	O=[N+]([O-])c1ccc(C=NNc2ccccc2)cc1	-13%	-7%	nt
52	O=C(CN1CCN(c2ccccc2)CC1)Nc1ccncc1	-13%	?	-7%
53	NC(=O)COC(=O)CCCc1nc2ccccc2s1	-4%	6%	-7%
54	O=C(Cc1ccc(Cl)cc1)NNc1c(F)c(F)cc(F)c1F	-1%	-23%	1%
55	O=c1cc(Nc2ccc3c(c2)OCCO3)[nH]c(=O)n1Cc1ccc(F)cc1	?	-8%	-4%
56	Cc1ccccc1NC(=O)CN1CCN(C(=O)c2ccco2)CC1	18%	3%	0%
57	COc1ccc(CNC(=O)c2cc3c(=O)n(C)c4ccccc4c3n2C)c(OC)c1	-7%	?	-5%
58	O=C1CC(Sc2nnnn2C2CCCCC2)C(=O)N1c1ccccc1 (stereo unspecified)	1%	2.9µM*	-3%
59	O=C(CNC(=O)c1nc[nH]c1C(=O)NCc1ccccc1)OCc1ccccc1	-13%	?	2%
60	COc1ccc(Oc2ncc3nc(-c4ccccc4)c(=O)n(C[C@H]4CCCO4)c3n2)cc1	nt	-9%	-18%

(cont.)
no.	mol	FEN1 inhibitor	DT40 TDP1 CPT	KAT2A inh
61	Cc1ccc(N2CC(C(=O)NC3=NCCS3)CC2=O)cc1 (stereo unspecified)	4%	-20%	-4%
62	COC(=O)c1noc(C)c1-c1ccnn1C(=O)c1ccc(Cl)cc1	-3%	-3%	-1%
63	CCCCC(=O)NC1=C(C(=O)OC)SCC1	-4%	-7%	23%
64	COc1ccc(S(=O)(=O)Nc2cc3c4c(c2)CCN4C(=O)CC3)cc1OC	4%	-3%	-3%
65	CCOc1ccc(S(=O)(=O)N2CCCC(C(=O)NCc3cccnc3)C2)cc1Cl (stereo unspecified)	-5%	?	-7%
66	COc1ccc(Nc2c(-c3ccc(C)o3)nc3ccccn23)cc1	-4%	?	nt
67	COc1ccc(N2CCN(CCNC(=O)Nc3ccc(C)c(Cl)c3)CC2)cc1	10%	23µM*	-15%
68	CC(C)CC(=O)Nc1ccc(C(=O)CN2C(=O)NC3(CCOc4ccccc43)C2=O)cc1 (stereo unspecified)	-10%	18µM*	-24%
69	O=C(CN1CCN(C2CCCCC2)CC1)c1c[nH]c2ccccc12	-4%	-5%	-17%
70	Cc1noc(NS(=O)(=O)c2ccc(NC(=O)c3ccccc3NS(=O)(=O)c3ccc(F)cc3)cc2)c1C	10%	37%[activator]	0%
71	OCCN(CCO)CC(O)CN(c1ccccc1)c1ccccc1 (stereo unspecified)	1%	12%	-4%
72	CCC(O)(C(=O)Nc1ccccc1C(F)(F)F)c1ccccc1OC (stereo unspecified)	11%	-13%	-6%

Going on with the list:
no.	mol	FEN1 inhibitor	DT40 TDP1 CPT	KAT2A inh
73	CCCCCCSc1cc(-c2nc3ccc(Cl)cn3c2NC2CCCCC2)ccc1OC	-2%	?	-13%
74	CCS(=O)(=O)c1ncc(Cl)c(C(=O)N2CCN(c3cccc(Cl)c3)CC2)n1	-14%	0.26µM*	-5%
75	O=C(CN1C(=O)NC2(CCCc3ccccc32)C1=O)NCC(F)(F)F (stereo unspecified)	-5%	-8%	2%
76	CC1CCN(S(=O)(=O)c2cnc[nH]2)CC1	-15%	11%	5%
77	CC1CN(c2cc(-c3ccccc3)c3ccccc3n2)CC(C)O1 (stereo unspecified)	6%	-24%	-13%[0.501 µM]
78	CCCCCn1c(=NC(=O)c2ccco2)c(C(=O)OCC)cc2c(=O)n3ccccc3nc21	0%&0%	16µM*	1%
79	O=C(/C=C/c1ccco1)N1CCN(S(=O)(=O)/C=C/c2ccccc2)CC1	-1%	?	-8%
80	CCOC(=O)c1c(C)n(C)c2ccc(OCC(N)=O)cc12	4%	-18%	-1%
81	O=C(O)CCCNS(=O)(=O)/C=C/c1ccccc1	-10%	-2%	-10%
82	COC(=O)c1ccccc1NC(=O)Cn1c(=O)n(Cc2ccc(C(=O)NCc3ccc4c(c3)OCO4)cc2)c(=O)c2ccccc21	-6%	-20%	3%
83	CCCCn1nc(C(=O)N[C@@H](CCSC)c2nc3ccccc3[nH]2)c2ccccc2c1=O	-11%	26µM*	nt
84	COc1ccc(C2=NOC(C(=O)N3CCN(C(=O)c4ccco4)CC3)C2)cc1OC (stereo unspecified)	18%	-13%	-4%

Full records, quoted from the list. Order of screens: FEN1 inhibitor, DT40 TDP1 CPT, KAT2A inh
`COc1ccc(C2=NOC(C(=O)N3CCN(C(=O)c4ccco4)CC3)C2)cc1OC` (stereo unspecified) reads 18%, -13%, -4%
`CCOC(=O)c1c(C)n(C)c2ccc(OCC(N)=O)cc12` reads 4%, -18%, -1%
`O=C(CN1C(=O)NC2(CCCc3ccccc32)C1=O)NCC(F)(F)F` (stereo unspecified) reads -5%, -8%, 2%
`CC1CN(c2cc(-c3ccccc3)c3ccccc3n2)CC(C)O1` (stereo unspecified) reads 6%, -24%, -13%[0.501 µM]
`CC1CCN(S(=O)(=O)c2cnc[nH]2)CC1` reads -15%, 11%, 5%

(cont.)
no.	mol	FEN1 inhibitor	DT40 TDP1 CPT	KAT2A inh
85	COc1ccccc1CNC(=O)C(C)Oc1ccccc1 (stereo unspecified)	4%	3%	1%
86	CCN(CC)CCN(C(=O)c1ccco1)c1nc2ccc(Cl)cc2s1	-18%	?	-6%
87	Cc1ccc2oc(=O)cc(CN3CCC(C)CC3)c2c1	-12%	?	-1%
88	COc1ccc(-c2[nH]nc(-c3ccccc3)c2-c2nc3ccccc3[nH]2)cc1	-10%	-7%	-19%
89	CC(C)[C@H](NC(=O)c1ccc(Cl)cc1)C(=O)OCC(=O)N1CCN(c2ccccc2)CC1	-11%	?	-1%
90	Cc1cc(C(F)(F)F)nn1CC(=O)Nc1ccc(Br)c2cccnc12	3%	-21%	-2%
91	Cc1cc(C)c(S(=O)(=O)N2CCCc3ccccc32)c(C)c1	-13%	?	-11%
92	CC(C)NC(=O)c1ccccc1NC(=O)C(C)Oc1ccccc1 (stereo unspecified)	0%	-27%	-2%
93	COc1cccc(CNC(=O)c2ccc(NC(=O)N3CCCCc4ccccc43)cc2)c1OC	7%	?	-13%
94	Cc1c(Cl)cccc1-n1ncc(C(=O)Nc2ccc(Br)cc2F)c1C1CCNCC1	11%	4.1µM*	-2%
